EPAC2 antagonist = blocks human EPAC2 exchange factor | 0.18% of 360,000 active | EPAC2 GEF exchange of Rap1B-BODIPY-GDP, fluorescence | Q8WZA2 | Potency, µM (series often up to 114 µM), for the others: top-dose activity, negative = inhibition, hits mostly inhibitors; note: % is set by controls: 0 for no effect and ±100 for the full control effect; nearly all actives have a fitted effect of over 45% in size; many of its hits are not listed in these tables
TDP-43 yeast inh = TDP-43 toxicity inhibition in yeast; Potency, µM (titrated, usually from 46.1 µM), for inactives: at the highest dose growth rescue (activation), actives largely listed as activators; AID 652104; TDP-43 expressing yeast growth rescue, BacTiter-Glo, 24 h; 1.8% of 410,000 active; note: % of control where 0% means no effect; nearly all actives have a fitted effect of over 50% in size
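Growth rescue of TDP-43-toxic yeast measured as ATP luminescence (BacTiter-Glo). Cells grown to mid-log in raffinose, induced in galactose at OD600=0.02, exposed to compound 24 hr at 30 deg C.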
FUS yeast rescue = FUS proteinopathy suppression in yeast; S. cerevisiae FUS-expressing, growth rescue, OD600, 24 h; Potency, µM (series often up to 76.6 µM), without a hit: at the highest dose growth rescue (activation), usual class: activators; 0.24% of 390,000 active; AID 1347120;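 note: plate controls were DMSO vehicle for no effect and reference control for full effect; nearly all actives have a fitted effect of over 55% in size; some results filed as inactive show a strong effect at the top dose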
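S. cerevisiae expressing FUS from galactose induction served as the toxicity model. Growth after 24hr at 30C, read as absorbance at 600 nm, indicates suppression of toxicity; compounds dosed at several concentrations.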
aSyn rescue = inhibitors of alpha-synuclein toxicity in yeast. 0.14% of 370,000 active. Yeast expressing alpha-synuclein, growth rescue, BacTiter-Glo, 24 h. Potency, µM (doses to about 46.1 µM), for inactives: at the top dose growth rescue (activation), hits mostly activators; note: % of control where 0% means no effect; nearly all actives have a fitted effect of over 65% in size
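Rescue of yeast growth: cells expressing toxic alpha-synuclein, induced in galactose at OD600 0.02, incubated with compound 24 h at 30 C. ATP luminescence quantified growth; inhibitors of toxicity appear as activators.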
PTHR1 ag = agonists of human PTHR1 parathyroid hormone receptor | 0.075% of 410,000 active | Potency, µM (series often up to 115 µM), without a hit: top-dose activation, hits mostly activators | Q03431 | HEK293 GP2 PTHR1 cells, GloSensor cAMP luminescence, 1 h; note: nearly all actives have a fitted effect of over 55% in size; some results filed as inactive show a strong effect at the top dose; inactives centre near -15; many of its hits are not listed in these tables
Target sequence (Q03431 whole entry, looked up): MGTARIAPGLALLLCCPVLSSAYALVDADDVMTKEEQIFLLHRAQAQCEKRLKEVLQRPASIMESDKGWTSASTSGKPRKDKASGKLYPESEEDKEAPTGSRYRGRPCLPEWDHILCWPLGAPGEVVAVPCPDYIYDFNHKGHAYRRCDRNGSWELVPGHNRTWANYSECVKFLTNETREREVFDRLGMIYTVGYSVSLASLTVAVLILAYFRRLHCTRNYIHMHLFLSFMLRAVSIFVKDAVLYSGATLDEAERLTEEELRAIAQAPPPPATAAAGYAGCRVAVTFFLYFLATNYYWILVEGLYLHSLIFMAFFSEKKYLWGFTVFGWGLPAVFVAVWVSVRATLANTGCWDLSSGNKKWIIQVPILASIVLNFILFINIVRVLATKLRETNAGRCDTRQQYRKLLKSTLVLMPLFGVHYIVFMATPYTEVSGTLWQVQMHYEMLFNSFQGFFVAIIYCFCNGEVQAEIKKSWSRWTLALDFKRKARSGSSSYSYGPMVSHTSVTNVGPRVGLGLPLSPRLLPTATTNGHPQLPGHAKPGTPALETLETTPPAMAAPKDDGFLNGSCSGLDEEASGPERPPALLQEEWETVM
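HEK-293-derived GP2 cells expressing PTHR1 and a GloSensor cAMP reporter, 3,000/well, plated overnight, given luciferin plus IBMX (each 0.5 mM as added) for 1 h at 37 °C, then compound for 1 h at 37 °C. Luminescence was read after 15 min at room temperature.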
EPAC2 agonist = EPAC2 (human) agonism; EPAC2 activation, biochemical qHTS; response scale: 100% = 6.5 mM cAMP response; Potency, µM (highest dose often 154 µM), without a hit: at the top dose activation, most hits filed as activators; 0.079% of 360,000 active; note: nearly all actives have a fitted effect of over 50% in size
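EPAC2 (100 nM) mixed with Rap1B loaded with BODIPY-GDP (250 nM) plus 50 uM unlabeled GDP; compounds pinned in, 5 min RT, then read every 5 min for 30 min (ex 480, em 540 nm). Normalized to cAMP control.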
EPAC1 ag = EPAC1 (human) agonism; O95398; Potency, µM (top dose mostly 154 µM), without a hit: top-dose activation, most hits filed as activators; 0.073% of 360,000 active; EPAC1 agonist qHTS, biochemical assay; response scale: 100% = response to 6.5 mM cAMP; note: nearly all actives have a fitted effect of over 60% in size
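Compounds were pinned as a concentration titration into mixtures of EPAC1 (100 nM), BODIPY-GDP-loaded Rap1B (250 nM) and GDP (50 uM). After 5 min at room temperature, fluorescence was followed for 30 min; activity was scaled to 6.5 mM cAMP.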
EPAC1 antagonist = blocks human EPAC1 exchange factor. EPAC1 GEF assay, Rap1b-BODIPY-GDP exchange fluorescence. AID 720709. Potency, µM (highest dose often 115 µM), for inactives: at the top dose activity change, negative = inhibition, usual class: inhibitors. 0.14% of 360,000 active;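 note: plate controls were vehicle for no effect and positive control for full effect; nearly all actives have a fitted effect of over 50% in size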
Numbers without * were called inactive; i = inactive; u = inconclusive; x = no result given; & = joins results of further samples; [ ] = remark or other dose. Calls come from the whole dose curve; as a rule, active = well fitted curve in the direction sought with a large enough effect; inconclusive = small, poorly fitted or top-dose-only effect, or another doubt; inactive = no such curve, though single readings can be large; an effect the other way counts as inactive or inconclusive. Potency is the fitted concentration of half-maximal effect.

SMILES | PTHR1 ag | EPAC1 ag | EPAC2 agonist | EPAC2 antagonist | EPAC1 antagonist | FUS yeast rescue | aSyn rescue | TDP-43 yeast inh
O=C(COC(=O)C1Cc2ccccc2CN1C(=O)c1ccccc1Cl)Nc1ccc(N2CCOCC2)cc1 (configuration not stated) | i | -2% | 10% | -7% | -16% | x | 16% | -7%
O=P(CCO)(c1ccccc1)c1ccccc1 | i | -4% | 5% | 3% | -2% | -3% | 0% | 3%
CCOc1ccccc1NC(=S)NC(=O)c1ccco1 | i | 2% | 14% | -10% | -13% | -13% | -5% | 14µM*
CNS(=O)(=O)/C=C/c1ccccc1 | i | -1% | 8% | 3% | -2% | -34% | -1% | 5%
O=C(CSc1ncccc1C(=O)O)Nc1ccc2c(c1)OCCO2 | i | -2% | 12% | 4% | -1% | 0% | -1% | -22%
Cc1ccc(S(=O)(=O)NCc2c(Cl)cccc2Oc2ccccc2)cc1 | -15% | 6% | 7% | -6% | -5% | 4% | 6% | 20µM*
CC1CN(S(=O)(=O)c2cccc(C(=O)OCC(=O)NCc3ccccc3)c2)CC(C)O1 (configuration not stated) | -8% | 8% | 6% | -11% | -5% | 14% | 3% | 14%
CCOc1cc(S(=O)(=O)N(CC)CC)c(OCC)cc1-n1cnnn1 | i | 2% | 9% | -8% | -13% | 19% | 0% | -10%
O=C(O)[C@H](CO)Nc1ncnc2sc3c(c12)CCC3 | -14%[57.5 µM] | 2% | 10% | -2% | -18% | 14% | 0% | 6%
O=C(NCCC1=CCCCC1)Nc1ccc2nsnc2c1 | -30%[inhibitor] | 13% | 9% | -4% | 1% | -20% | 1% | u
CN(c1ccc(C(=O)Nc2cccnc2)cc1)S(C)(=O)=O | i | 0% | 8% | 5% | 4% | -21% | -7% | -3%
CC(=O)Oc1ccc(/C=C2/SC(=S)N(Cc3ccccc3)C2=O)cc1 | -13% | -3% | 8% | 20% | u | -34% | -1% | -23%

Next part.
SMILES | PTHR1 ag | EPAC1 ag | EPAC2 agonist | EPAC2 antagonist | EPAC1 antagonist | FUS yeast rescue | aSyn rescue | TDP-43 yeast inh
C=CCN1C(=O)c2ccccc2C1(O)Cc1ccccc1 (configuration not stated) | i | 5% | 1% | -1% | 3% | -15% | 1% | 1%
O=C(c1ccc(Cl)cc1)[C@@H]1[C@@H]2C(=O)N(c3ccc(Cl)cc3)C(=O)[C@@H]2C2c3ccccc3C=NN21 (some centres not stated) | -33% | 8% | 1% | 11% | 3% | 13% | 2% | -5%
C[C@H](CO)N1C[C@H](C)[C@H](CN(C)Cc2cccc(F)c2)Oc2ncc(Br)cc2C1=O | -7% | -11% | 7% | 18% | -7% | -14% | 6% | 21%
Cc1c(NC(=O)CCc2ccc(S(=O)(=O)N3CCOCC3)cc2)c(=O)n(-c2ccccc2)n1C | i | -7% | 8% | 1% | -27% | 14% | -2% | 1%
COc1cc(OC)c(N(C)S(=O)(=O)c2cccc(C(=O)OCc3c(C)noc3C)c2)cc1Cl | -1% | 15% | 9% | -3% | -5% | 20% | 0% | 14%
O=C(NCc1ccc2c(c1)OCO2)c1ccc(CN2CCc3ccccc3C2)cc1 | -23%[57.5 µM] | 6% | 2% | 1%[57.1 µM] | 0% | 18% | -2% | -4%
CCOc1ccc(S(=O)(=O)Nc2cccc(C(=O)NCC(c3ccccc3)N(C)C)c2)cc1 (configuration not stated) | -3% | 27% | 2% | -2% | -4% | 14% | -4% | -7%
CCC(Sc1nc2ncccc2[nH]1)C(=O)NC1CCCC1 (configuration not stated) | -31%[inhibitor] | -14% | 1% | -4% | 5% | -15% | 4% | -3%
CN1CCN(CCCN2c3ccccc3Sc3ccc(Cl)cc32)CC1 | 23%&-18% | -9%&6% | 1%&5% | 13µM* | -28%&-6% | 11%&-7% | -7%&-30%&3% | 18%&3%
CCOC(=O)c1ccc(NC(=S)NCCc2ccccc2F)cc1 | -17% | 7% | 21% | -10% | u | 12% | -14% | u
Cc1cc(N/N=C/c2ccccc2F)c2ccccc2n1 | -6% | 0% | 8% | -17% | -12% | -4% | 3% | 3%
CN(C)CCN(Cc1ccco1)c1ccccn1 | -1% | -2% | 0% | 14% | 7% | -9% | 7% | -12%

EPAC2 antagonist, what is marked active above
structure,PTHR1 ag,EPAC1 ag,EPAC2 antagonist,EPAC1 antagonist
CN1CCN(CCCN2c3ccccc3Sc3ccc(Cl)cc32)CC1,23%&-18%,-9%&6%,13µM*,-28%&-6%

Additional results:
SMILES | PTHR1 ag | EPAC1 ag | EPAC2 agonist | EPAC2 antagonist | EPAC1 antagonist | FUS yeast rescue | aSyn rescue | TDP-43 yeast inh
COc1ccc(OC)c(NC(=O)CN2C(=O)C(C)N(c3ccc(C)cc3)C2=O)c1 (configuration not stated) | -22% | 2% | -2% | 5% | 12% | 14% | 10%[1.84 µM] | -12%
O=C(CCN=C1NS(=O)(=O)c2ccccc21)N1CCc2ccccc2C1 | i | 1% | 1% | -2% | 3% | 11% | 0% | 7%
O=C(Nc1ccc(Cl)cc1Cl)c1ccc2c(c1)OCCO2 | -31% | -3% | 4% | -7% | 20% | 5% | 3%[1.84 µM] | u
COc1ccc2nc(NC(=O)CS(=O)(=O)Cc3ccccc3)sc2c1 | u | 1% | -1% | 12% | -20% | -13% | -7% | -11%
N#C/C(=N\Nc1cccc(F)c1)C(=N)N1CCCCCC1 | -25% | -5% | 1% | 3% | 4% | 18% | -8% | -17%[0.397 µM]
CCOc1ccccc1OCCC(=O)OCC(=O)Nc1c(C)cc(C)cc1C | i | -4% | 1% | -4% | -23% | 20% | 1% | 19%
Cc1ccc(C)c(N(CC(=O)NCCC2=CCCCC2)S(C)(=O)=O)c1 | 10%[57.5 µM] | 7% | 4% | -6% | -4% | 15% | 6% | 4%
NC(=O)c1ncn([C@@H]2O[C@H](CNCc3cccc4c3sc3ccccc34)[C@@H](O)[C@H]2O)n1 | -19% | -1% | 6% | -4% | -11% | -10% | 4% | 15%
C#CC(=O)CCC1CCCN1C(=O)OC(C)(C)C (configuration not stated) | i | -17% | -15% | -4% | -8% | 26% | 12% | 5%
COc1ccc(-n2c(-c3ccc(F)cc3)cnc2SCC(=O)NCc2ccco2)cc1 | -2%[57.5 µM] | 18% | 11% | -4% | -2% | 32% | -19% | -9%
COc1ccc(NC(=O)CN2CCN(S(=O)(=O)c3ccc(Br)cc3)CC2)c(OC)c1 | -7% | 3% | 11% | 2% | -14% | 5% | -2% | 3%
COCCNC(=O)Cn1cc(S(=O)(=O)N2CCN(c3ccccc3F)CC2)c2ccccc2c1=O | -17% | 11% | 3% | -2% | -15% | 29% | -1% | -32%[inhibitor]

The list continues.
SMILES | PTHR1 ag | EPAC1 ag | EPAC2 agonist | EPAC2 antagonist | EPAC1 antagonist | FUS yeast rescue | aSyn rescue | TDP-43 yeast inh
Nc1nc(Cl)nc2c1ncn2C1OCC(O)C(O)C1O (configuration not stated) | i | -9% | 14% | 13% | -8% | x | 2% | -10%
COc1ccc(/C=C2\SC(=O)N(CC(=O)NNC(=O)c3ccccc3O)C2=O)cc1 | i | -11% | -2% | 7% | -22% | 7% | 1% | 10%
CCOC(=O)C1=C(C)NC(SC)=NC1c1ccc(OC)cc1 (configuration not stated) | i | 0% | 1% | 1% | 10% | 17% | -10% | 3%
CCN1C(=O)[C@@H]2[C@@H](c3ccc(-c4ccc(F)cc4)cc3)N3CCC[C@@]3(C(=O)OC)[C@@H]2C1=O | i | -11% | 10% | 1% | 9% | 6% | -3% | -14%
Cn1ccnc1SCc1ccc(Cl)cc1Cl | -11% | -7% | 4% | -9% | -16% | 13% | 18% | 14%
CC(C)(C)c1ccc(/C=C/C(=O)Nc2ccncc2)cc1 | -20% | 7% | -9% | -4% | -9% | -9% | -19% | 12%
O=C(N/N=C/c1ccccc1F)c1ccccc1OCc1ccccc1 | -18% | -5% | -1% | -2% | 7% | 1% | 1% | 5%
CCOC(=O)C1CCN(C(=O)C2(NC(=O)Nc3ccc(F)cc3F)CCCCC2)CC1 | -30% | 8% | 2% | -14% | -12% | u | -11% | -21%
CCc1ccc(C(=O)Cn2ncc(Cl)c(Cl)c2=O)cc1 | -74%[inhibitor][57.5 µM] | -1% | -6% | 12% | 4% | 34% | -4% | -9%
COc1cc(C2c3c(n[nH]c3C)C(=O)N2c2ccc(C)cc2)ccc1O (configuration not stated) | -8% | -1% | 5% | 7% | 3% | 10% | 5% | 14%
COc1ccc(N2CC(C)Cn3c2nc2c3c(=O)n(CCc3ccccc3)c(=O)n2C)cc1 (configuration not stated) | i | -10% | -7% | 3% | -11% | x | 4% | 7%
COc1cccc(NC(=O)Cc2nnc(SCCOc3ccccc3)n2C)c1 | -70%[inhibitor] | 7% | 15% | -2% | -5% | 1% | -2% | 3%

(more compounds)
SMILES | PTHR1 ag | EPAC1 ag | EPAC2 agonist | EPAC2 antagonist | EPAC1 antagonist | FUS yeast rescue | aSyn rescue | TDP-43 yeast inh
COC(=O)CCC(=O)OC1(C)C(=O)C=C2C=C3CCCN3C=C2C1=O (configuration not stated) | i | 0% | 1% | 17% | -11% | -26% | -3% | 8%
O=C(CN(C(=O)c1csnn1)c1ccc(F)c(Cl)c1)NCc1ccccc1 | -1% | 4% | 7% | -8% | -5% | 8% | -8% | -1%
COc1cc(NC(=O)c2cccc(Cl)c2)ccc1NC(=O)c1cccs1 | -24% | 13% | 19% | -10% | -16% | 1% | 3% | 1%
COc1ccc2c(c1)CCO[C@]21O[C@H](CCO)C[C@H](O)[C@H]1O | -19% | -5% | 12% | 5% | 7% | -28% | -1% | 20%
CCOC(=O)c1cc(CC)sc1/N=C/C1=C(O)CC(C)(C)CC1=O | -22% | 14% | 1% | 14% | 30% | 6% | 4% | u
c1cc(-c2noc(CCC3CCCC3)n2)ccn1 | -5%[57.5 µM] | 10% | 7% | -6% | 14% | 12% | 0% | 7%
O=C(O)C1=C[C@H](c2ccc(C(F)(F)F)cc2)C[C@H](OCc2ccc(CO)cc2)O1 | 17% | -7% | -2% | -10% | -7% | 9% | -2% | 4%
CC(=O)c1ccc(NC(=O)C(C)N(C)CC(=O)Nc2cccc(F)c2)cc1 (configuration not stated) | i | 9% | 6% | -3% | -10% | 4% | 1% | 14%
Cc1cc(C)c(N2C(=O)CCCC2=O)c(Cl)c1 | -8% | -2% | 7% | 11% | 20% | -18% | -1% | -21%
Cc1n[nH]c(=O)c2c(NC(=O)CSc3nnnn3-c3ccc(O)cc3)oc(C)c12 | i | 2% | -6% | 0% | 2% | -7% | 1% | 27%
Cc1ccc(C)c(NC(=S)NNC(=O)c2ccc(Br)o2)c1 | 14% | 5% | 1% | -1% | -6% | 3% | 1% | 0%
COc1ccc(/C=N/n2c(=O)[nH]c3c([nH]c4ccc(C)cc43)c2=O)cc1CN1CCOCC1 | i | -7% | -34%[inhibitor] | 3% | 4% | 9% | -4% | -7%

Some of the compounds tested (hit frequency here may not be typical).
